# TbPYK inhibitor: blocks Trypanosoma brucei pyruvate kinase | Q57TT1 | TbPYK enzyme, Kinase-Glo Plus ATP luminescence, 45 min | Potency, µM (highest dose often 76.8 µM), for inactives: at the highest dose activity, negative = inhibition, actives largely listed as inhibitors | actives 0.12% (n = 410,000); further: potency means the concentration at half of the fitted maximal effect; on the % scale 0 is the no-effect control and ±100 the full control effect; nearly all actives have a fitted effect of over 50% in size
#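 Glycolytic pyruvate kinase of T. brucei was incubated with substrate, test compound and 130 uM ADP for 45 minutes at room temperature. Luminescent Kinase-Glo Plus signal was measured after 10 minutes.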
# Pf growth 96h: P. falciparum growth inhibition at 96 hours. Potency, µM (top dose mostly 28.7 µM), for inactives: at the top dose activity change, negative = inhibition, usual class: inhibitors. actives 6.9% (n = 320,000). P. falciparum luciferase reporter growth, 96 h. AID 504834; further: potency means the concentration at half of the fitted maximal effect; on the % scale 0 is the no-effect control and ±100 the full control effect
#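 Two parasite generations (96 h, 37 C, 5% CO2) of compound exposure in infected erythrocytes (0.05% parasitemia, 2% hematocrit). Luciferase-reporter P. falciparum; decreased luminescence indicates inhibited growth, aimed at apicoplast-acting delayed death.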
# Shiga inhibitor: Shiga toxin inhibition. Vero cells, Shiga toxin protein synthesis inhibition reporter. inhibition, % at 38.7 µM. actives 9.2% (n = 290,000). AID 2315; in the data active means inhibition mostly above about 28%, no sharp cut-off; inactive means mostly below about 43%; further: 0% is about no effect
# AmpC inh no detg: AmpC beta-lactamase inhibition without detergent; AmpC nitrocefin hydrolysis, absorbance 480 nm, 0.0001% Triton; AID 485341; P00811; actives 0.52% (n = 330,000); Potency, µM (top dose mostly 57.1 µM), inactives show top-dose activity change, negative = inhibition, actives largely listed as inhibitors;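 further: potency means the concentration at half of the fitted maximal effect; plate controls were no compound for no effect and no enzyme for full effect; nearly all actives have a fitted effect of over 20% in size; some results filed as inactive show a strong effect at the top dose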
# Target sequence (P00811 whole entry, looked up): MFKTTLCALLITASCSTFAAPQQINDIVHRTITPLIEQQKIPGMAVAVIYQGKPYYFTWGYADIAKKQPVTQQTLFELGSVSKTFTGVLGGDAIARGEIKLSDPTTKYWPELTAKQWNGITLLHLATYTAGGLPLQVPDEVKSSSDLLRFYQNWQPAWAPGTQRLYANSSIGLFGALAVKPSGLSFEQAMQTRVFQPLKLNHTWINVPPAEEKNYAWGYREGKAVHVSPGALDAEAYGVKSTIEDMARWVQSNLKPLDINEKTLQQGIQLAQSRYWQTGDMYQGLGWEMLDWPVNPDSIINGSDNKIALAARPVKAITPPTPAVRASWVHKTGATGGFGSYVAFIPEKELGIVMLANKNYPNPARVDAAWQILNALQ
#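 AmpC (5.3 nM in the dispensed reagent) in 20 mM phosphate pH 7.0 with 0.01% (detergent screen) or 0.0001% Triton X-100 was preincubated with compounds for 15 min at room temperature. Nitrocefin was then added from an 800 uM solution, and hydrolysis was followed at 480 nm.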
# Pf growth 48h: P. falciparum growth inhibition at 48 hours (one generation). Potency, µM (highest dose often 28.7 µM), inactives show at the highest dose activity change, negative = inhibition, actives largely listed as inhibitors. actives 5.9% (n = 310,000). P. falciparum luciferase growth in erythrocytes, 48 h; further: potency means the concentration at half of the fitted maximal effect; on the % scale 0 is the no-effect control and ±100 the full control effect
#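 First compound was added to culture medium, then infected red cells at 0.1% parasitemia and 2% hematocrit (final). After incubation at 37 C under 5% CO2, luciferase detection reagent was dispensed and light output recorded.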
# LmPK inhibitor: LmPK (Leishmania mexicana) enzyme inhibition. Q27686. purified LmPK, Kinase-Glo ATP luminescence, 1 h. Potency, µM (highest dose often 57.5 µM), inactives show top-dose activity change, negative = inhibition, most hits filed as inhibitors. actives 0.37% (n = 290,000); further: potency means the concentration at half of the fitted maximal effect; on the % scale 0 is the no-effect control and ±100 the full control effect
# Target sequence (Q27686 whole entry, looked up): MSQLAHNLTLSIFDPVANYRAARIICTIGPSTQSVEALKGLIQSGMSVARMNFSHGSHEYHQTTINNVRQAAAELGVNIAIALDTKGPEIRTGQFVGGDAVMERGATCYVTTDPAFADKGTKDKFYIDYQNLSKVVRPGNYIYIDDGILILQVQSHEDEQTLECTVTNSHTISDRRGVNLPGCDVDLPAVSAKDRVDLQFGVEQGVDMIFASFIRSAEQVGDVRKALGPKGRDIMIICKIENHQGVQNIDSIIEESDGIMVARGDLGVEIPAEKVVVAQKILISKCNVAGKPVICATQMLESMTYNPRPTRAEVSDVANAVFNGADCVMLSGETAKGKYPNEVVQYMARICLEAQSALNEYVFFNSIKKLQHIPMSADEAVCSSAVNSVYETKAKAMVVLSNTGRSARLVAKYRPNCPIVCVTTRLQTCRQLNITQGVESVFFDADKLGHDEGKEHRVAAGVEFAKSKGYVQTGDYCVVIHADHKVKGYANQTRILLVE
#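 qHTS format; LmPK 0.1 nM; substrates PEP 0.5 mM and ADP 0.1 mM. One-hour room-temperature incubation, then coupled luciferase luminescence; 0.5 nM enzyme wells mark activation.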
# CHX counter: counter-screen for Shiga toxin inhibitors: cycloheximide protein synthesis inhibition | cell reporter, cycloheximide protein synthesis inhibition counterscreen | max response, % | actives 12% (n = 300,000); in the data active means max response mostly above about 13%, no sharp cut-off; inactive means mostly below about 14%; further: read at 38.3 µM for the half of the compounds with a filed dose; 0% is about no effect
# * hit, by the source's call; ? = inconclusive; . = no result given; & = joins results of further samples; [ ] = remark or other dose. Unless noted, the call rests on the fitted dose curve; in most records, active means well fitted curve in the direction sought with a large enough effect; inconclusive means small, poorly fitted or top-dose-only effect, or another doubt; inactive means no such curve, though single readings can be large; an effect the other way counts as inactive or inconclusive.
SMILES,TbPYK inhibitor,Pf growth 96h,Shiga inhibitor,AmpC inh no detg,Pf growth 48h,LmPK inhibitor,CHX counter
O=C(CSc1nnc(CNc2ccc(F)cc2)n1Cc1ccco1)NC1CC1,-2%,-6%,14,-7%,-13%,3%,-2
CCOC(=O)C1=C(N)N2C(=O)C(C)SC2=C(C(=O)OCC)C1c1ccc(O)cc1 (stereo not given),-13%,36%[activator],40,-40%,4%,1%,-1
CCOC(=O)Cn1c(=O)c2c(nc3n2CC(C)CN3Cc2ccccc2)n(C)c1=O (stereo not given),-1%,?,-6,105%[activator],-20%,1%,-4
Cc1nnc(C)c2c(C)n(-c3ccccc3N)c(C)c12,-1%,-1%,31,135%[activator],?,0%,7
COc1cc(NC(=O)c2cc3c(C)nc4ccccc4c3o2)cc(OC)c1OC,-15%,0%,-8,158%[activator],.,5%,-7
COc1ccc(NC(=O)NC2CCCc3ccccc32)cc1 (stereo not given),-33%,12%,19,-34%,21%,3%,16*
CCOc1ccc(N2C(=O)c3cccnc3C2Nc2ccc(F)cc2)cc1 (stereo not given),-4%,50%[activator],11,49%,?,1%,6
CCc1c(C(=O)Nc2cc(C)ccc2OC)[nH]c(C)c1C(C)=O,-6%,.,-8,-26%,?,-1%,-2
O=C(Cc1ccccc1)N/N=C/c1cc(Br)cs1,-3%,?,17,-19%,14%,-7%,14*
CCOC(=O)CC1=C(C#N)C(c2cccnc2)C(C(=O)OCC)=C(N)O1 (stereo not given),0%,-9%,-16,-6%,-24%,-12%,-2
COc1ccc(CCC(=O)Nc2cc3c4c(c2)CCC(=O)N4CCC3)cc1,3%,?,.,-19%,?,.,.
CCCCNC(=S)N1CCN(C)CC1,6%,-3%,-5,-12%,17%,-9%,-6
O=C(O)c1cccc(NC(=S)N/N=C/c2cccc(O)c2)c1,-6%,16%,21,-29%,-84%,-7%,14
Cc1cc(C)c(C(=O)NC2CCCc3c2cnn3-c2cccc(C)c2C)o1 (stereo not given),3%,1%,-40,44%,?,-8%,0
CC1CCCN(CCCNC(=O)c2ccc3c(c2)N(Cc2ccc(F)cc2)C(=O)c2ccccc2S3=O)C1 (stereo not given),-2%,12µM*,-7,111%[activator],13µM*,8%,-10
COc1ccc(C(=O)NC(=S)NNC(=O)c2cccnc2)cc1,-16%,-19%,21,-6%,-3%,-2%,-11
Cc1ccc(/C=C/C(=O)N2CCC(Cc3ccccc3)CC2)cc1,-15%,?,-4,-14%,-6%,3%,2
CCc1ccc(CN(C(=O)c2cc3ccccc3oc2=O)C2CCS(=O)(=O)C2)cc1 (stereo not given),-8%&3%,13%,72*,81%[activator],-3%,-21%,27*
CCc1nnc(N/N=C/c2cc(C)c(C)cc2C)n1N,-2%,?,10,-10%,-19%,-2%,-2
Cn1c(=O)c2c(nc(NCC3CCCC(CN)C3)n2Cc2ccc(Cl)cc2Cl)n(C)c1=O (stereo not given),-9%,2.9µM*,-7,85%[activator],2.9µM*,1%,0
COC(=O)c1ccc(CSc2nc3cc(Cl)ccc3o2)cc1,0%,36%[activator],-12,-50%,.,0%,-3
Cc1cc(NC(=O)Cn2ccc([N+](=O)[O-])n2)no1,0%,-18%,-3,-6%[2.29 µM],-13%,-1%,-3
NS(=O)(=O)c1ccc(CNC(=O)c2cc(=O)[nH]c3ccccc23)cc1,-3%,29%,2,-5%,-1%,2%,-5
Cc1ccc(-n2c(SCC(=O)NCCN3C(=O)CSC3=O)nnc2-c2ccccc2)cc1C,4%,?,-13,97%[activator],-27%,6%,-5
CCOC(=O)N1CCN(C(=O)Nc2ccccc2Cl)CC1,-2%,3%,10,?,10%,6%,-2

# One compound at a time, from the list above.
# Results for O=C(CSc1nnc(CNc2ccc(F)cc2)n1Cc1ccco1)NC1CC1 = TbPYK inhibitor: -2%; Pf growth 96h: -6%; Shiga inhibitor: 14; AmpC inh no detg: -7%; Pf growth 48h: -13%; LmPK inhibitor: 3%; CHX counter: -2
# Results for CCc1nnc(N/N=C/c2cc(C)c(C)cc2C)n1N = TbPYK inhibitor: -2%; Pf growth 96h: ?; Shiga inhibitor: 10; AmpC inh no detg: -10%; Pf growth 48h: -19%; LmPK inhibitor: -2%; CHX counter: -2
# Results for Cc1ccc(/C=C/C(=O)N2CCC(Cc3ccccc3)CC2)cc1 = TbPYK inhibitor: -15%; Pf growth 96h: ?; Shiga inhibitor: -4; AmpC inh no detg: -14%; Pf growth 48h: -6%; LmPK inhibitor: 3%; CHX counter: 2

# The listing continues:
SMILES,TbPYK inhibitor,Pf growth 96h,Shiga inhibitor,AmpC inh no detg,Pf growth 48h,LmPK inhibitor,CHX counter
CC(=O)NS(=O)(=O)c1ccc(NC(=O)c2ccc(-n3nc(C)cc3C)cc2)cc1,-4%,21%,-9,-15%,2%,11%,-3
O=C(NC1CCCCC1)c1cc(C2CC2)nn1-c1ccccc1,-2%,-41%,.,-2%,?,.,.
COc1ccccc1/C=N\Nc1cn[nH]c(=O)c1Cl,-4%,104%[activator],15,-8%,1%,2%,2
CCn1c(CNc2ccc(F)cc2)nnc1SCC(=O)OC1CCCCC1,-2%,?,-3,53%,-10%,5%,-4
CCCN1C(=O)C(Cc2nc3ccccc3c(=O)n2-c2ccccc2)c2cc(C)ccc21 (stereo not given),-2%&1%,6.6µM*,-12,73%[activator],13µM*,-2%,-6
CCCCOc1cccc(C(=O)N(Cc2cccs2)C2CCS(=O)(=O)C2)c1 (stereo not given),-3%,26%[5.75 µM],4,81%[activator],?,2%,-3
FC(F)(F)c1nnc2ccc(Cl)nn12,0%,0%,-10,-6%,?,12%,2
O=C(NCCCN1CCOCC1)c1cccc(S(=O)(=O)Nc2ccc(F)cc2)c1,2%,-27%,.,-27%,?,.,.
COc1cc(/C=N/Nc2nncn2N)ccc1OCc1c(C)no[n+]1[O-],2%,?,25,18%,?,0%,13*
CCN(CC)CCN1C(=O)C(=O)/C(=C(/O)c2ccc3c(c2)CC(C)O3)C1c1ccc(OC)cc1 (stereo not given),0%,0%,1,-5%,-3%,0%,3
CCc1c(C)nc(N2CCN(Cc3ccc4c(c3)OCO4)CC2)[nH]c1=O,5%,0%,12,-6%,-2%,8%,-2
Cc1ccc2cn[nH]c2c1N,-1%,-180%,12,-25%,?,1%,-1
C/C(=N\N=C1\NC(=O)CC(C(=O)O)S1)c1cccs1 (stereo not given),-5%,0%,5,-3%,17%,-7%,-2
Cc1ccc(-n2ncc3c(=O)n(CC(=O)N4CCN(c5ccccc5)CC4)cnc32)cc1C,-4%,40%[activator],26,-15%,0%,2%,20
NC(=O)NOCc1ccccc1F,1%,?,13,-37%,24%,0%,3
Cn1ncc([N+](=O)[O-])c1C(=O)n1nnc2ccccc21,-6%,?,14,-12%,22%,8%,-2
Clc1ccc(OCc2nn[nH]n2)cc1,8%,316%[activator],-16,-19%,6%,4%,1
Cc1cccc2c(N)c3c(nc12)N(C)CC3,1%,-9%,5,-14%,5%,0%,2
CC(C)c1ccc(C(=O)N(c2ccccn2)C(C)c2ccco2)cc1 (stereo not given),9%,?,90*,33%[activator],?,5%,30*
CCN(CC)CCCNC1CCS(=O)(=O)C1 (stereo not given),-15%,17%,-4,-6%,2%,-10%,-3
COc1ccc(C[C@H]2CN3C(=NC[C@@H]3Cc3ccccc3)N2C[C@H](C)NC(=O)CCC2CCCCC2)cc1,.,2.6µM*,4,92%[activator],1.7µM*,5%,-8
O=C(CCN1C(=O)C2CCCCC2C1=O)Nc1cc(F)ccc1F (stereo not given),-8%,24%,-6,6%,6%,1%,-2
N#C/C(=C\c1ccc(OCC(N)=O)cc1)C(=O)NC1CC1,0%,0%,11,-3%,21%,-3%,17
O=c1[nH]c(C2C3CC4CC(C3)CC2C4)nc2ccccc12 (stereo not given),-2%,?,-1,-11%,-6%,-4%,1
Cc1ccc(CNC(=O)Cn2cc(C(F)(F)F)ccc2=O)cc1,-3%,?,20,-30%,11%,3%,7

# Other structures.
SMILES,TbPYK inhibitor,Pf growth 96h,Shiga inhibitor,AmpC inh no detg,Pf growth 48h,LmPK inhibitor,CHX counter
CCC1CCCCN1C(=O)Cn1c(=O)oc2ccccc21 (stereo not given),3%,.,-16,-19%,1%,-1%,2
Cc1cc(C)n2nc(CCc3nc4nc(C)cc(C)n4n3)nc2n1,.,.,-10,-3%,21%,-11%,1
CCOC(=O)N1CCC(NC(=O)Cn2ncc3c4ccccc4n(C)c3c2=O)CC1,-13%,1%,34*,-14%,71%[activator],0%,22*
COc1ccc(/C=N/NC(=S)NC2CCS(=O)(=O)C2)cc1OC (stereo not given),-8%,?,-3,-14%,?,-1%,14
O=C(COC(=O)c1ccco1)Nc1ccc2c(c1)OCO2,-7%,21%,53*,-19%,14%,3%,25*
COc1ccc(N2C(=O)CCC2(C#N)c2ccc(OC)cc2)cc1 (stereo not given),3%,0%,-8,10%,-3%,-4%,-3
Cc1cc(N/N=C/c2ccccc2Br)nc2ccccc12,3%,-88%,75*,-18%,?,-1%,42*
Cc1ccc(C(=O)CN(Cc2ccccc2)C2=NCCS2)cc1,6%,2%,25,-4%,5%,-2%,-1
CC(=O)Nc1ccc(Oc2ncccn2)c(Cl)c1,-9%,-3%,-3,-15%,.,3%,-1
COc1cc(/C=C(\NC(C)=O)C(=O)NC(C)(C)CC(C)(C)C)ccc1OC(C)=O,-5%,?,1,36%,-9%,-1%,-3
CCOC(=O)C1=C(c2ccccc2)NC(=O)NC1c1ccc(O)c(OCC)c1 (stereo not given),2%,-11%,-5,-11%,-17%,5%,-1
c1ccc(OCc2nn3c(Cn4cnc5ccccc54)nnc3s2)cc1,-22%,1%,-2,-9%,?,-5%,-3
COc1ccc(C(c2nnnn2Cc2ccccc2)N2CCN(C(=O)c3ccco3)CC2)cc1 (stereo not given),3%,.,-3,76%[activator],?,-2%,28*
CCC1(C)Cc2c(sc3nnn(CC(=O)Nc4ccc(C)cc4)c(=O)c23)CO1 (stereo not given),1%,-22%,-8,-43%,-2%,9%,-2
COc1cccc(CNC(=O)c2ccc(NS(=O)(=O)c3ccc4[nH]c(=O)[nH]c4c3)cc2)c1,0%,10%,.,-44%,9%,.,.
Cc1cccc(NS(=O)(=O)c2nnc(NC(=O)c3cccc(C)c3)s2)c1,0%&-4%,3%,-4,-45%,58%[activator],1%,2
O=C1CCCN2N=C(SCC(=O)Nc3ccc(F)cc3F)SC2=N1,4%,-16%,-6,-21%,-9%,5%,2
CN(Cc1cccc(F)c1)C(=O)CSc1nnnn1C1CC1,0%,99%[activator],.,-13%,15%,.,.
O=C(CN1C(=O)NC2(CCCCC2)C1=O)N1CCN(S(=O)(=O)c2ccccc2)CC1,3%,-6%,12,-16%,-9%,6%,15
Cc1cc(=O)oc2cc(NC(=O)c3cccc(F)c3)ccc12,-18%,179%[activator],20,-5%,91%[activator],-10%,12
Cc1nnc(SCC(=O)Nc2ccccc2)c2ccccc12,-3%,16%,46*,-19%,?,3%,48*
CCCCOC(=O)c1ccc(NC(=S)N2CCN(c3ncc4c(=O)c(C(=O)O)cn(CC)c4n3)CC2)cc1,-12%,1.3µM*,-3,-22%,2.6µM*,-5%,-2

# Bioassay records from PubChem BioAssay.

# Compounds as they come; 22% or so of the library scored in one or more.
